Screens deposited in PubChem BioAssay by The Scripps Research Institute Molecular Screening Center.
V1aR counter: agonists of human V1a receptor, primary screen, counter-screen for OXTR agonist project, fluorescence, CHO-V1R cells; Vasopressin V1a receptor (Homo sapiens), P37288; Fluo-8 calcium fluorescence, agonist mode; 0% DMSO, 100% 3 nM vasopressin; activation, % at 3 µM; actives 0.25% (n = 320,000);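 active means activation above the mean activation of all tested compounds plus 3 SD, per screening run, cut at about 20% in these data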;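 further: signal is peak over basal fluorescence ratio across a 100 second FLIPR read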
M1 ag parental: counter-screen for M1 agonists: effect in parental CHO-K1 cells; activation, % at 3 µM; actives 0.48% (n = 360,000); Fluo-8 calcium fluorescence; scaled to maximal ATP response, vehicle zero; in the data active means activation above about 15%;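 further: untransfected CHO-K1 host cells lacking M1 receptor as counterscreen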
OXTR potentiate: human OXTR potentiators, primary screen, fluorescence, CHO-OTR cells, Fluo-8 calcium; Oxytocin receptor (Homo sapiens), P30559; Fluo-8 calcium fluorescence, potentiator mode; 0% = oxytocin EC15, 100% = EC100; activation, % at 3 µM; actives 0.061% (n = 320,000); AID 2445, 2010;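 active means activation above that plate's cutoff, the mean activation of tested compounds plus 3 SD, cut at about 6.6% in these data, passing the limit was not always enough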;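 further: 100% uses oxytocin at 75 nM as the full agonist control; some results filed as inactive read as strong as hits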
Target sequence (P30559 whole entry, looked up): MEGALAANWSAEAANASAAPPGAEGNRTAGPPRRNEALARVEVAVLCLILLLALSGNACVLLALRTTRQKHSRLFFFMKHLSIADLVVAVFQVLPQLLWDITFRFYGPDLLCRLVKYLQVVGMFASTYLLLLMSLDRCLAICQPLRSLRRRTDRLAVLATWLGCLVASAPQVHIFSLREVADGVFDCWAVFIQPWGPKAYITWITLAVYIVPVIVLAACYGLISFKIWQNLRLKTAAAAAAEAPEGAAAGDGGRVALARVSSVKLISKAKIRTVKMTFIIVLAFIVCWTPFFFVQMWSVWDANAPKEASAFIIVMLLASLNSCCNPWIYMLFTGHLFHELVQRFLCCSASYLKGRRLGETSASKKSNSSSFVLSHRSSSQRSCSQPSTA
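Assay system: CHO cell line stably expressing human OTR. Reagent: EC15 oxytocin agonist. Dosing: single dose, 3.0 µM nominal final compound concentration. Timing: compound 6 min at room temperature before oxytocin, 100 s read. Signal: kinetic Fluo-8 calcium fluorescence. Controls: oxytocin EC15 low and EC100 high.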
TAAR1 antag: human TAAR1 antagonists, primary screen, Fluo-8 calcium fluorescence, CHO RD-HGA16 cells; Trace amine-associated receptor 1 (Homo sapiens), Q96RJ0; antagonist; inhibition, % at 3 µM; actives 1.5% (n = 360,000);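 active means inhibition above a per-plate cutoff, the mean inhibition of test compounds on that plate plus 3 SD, cut at about 49% in these data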;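 further: 0% = DMSO plus EC80 beta-PEA response and 100% = DMSO alone without agonist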
Target sequence (Q96RJ0 whole entry, looked up): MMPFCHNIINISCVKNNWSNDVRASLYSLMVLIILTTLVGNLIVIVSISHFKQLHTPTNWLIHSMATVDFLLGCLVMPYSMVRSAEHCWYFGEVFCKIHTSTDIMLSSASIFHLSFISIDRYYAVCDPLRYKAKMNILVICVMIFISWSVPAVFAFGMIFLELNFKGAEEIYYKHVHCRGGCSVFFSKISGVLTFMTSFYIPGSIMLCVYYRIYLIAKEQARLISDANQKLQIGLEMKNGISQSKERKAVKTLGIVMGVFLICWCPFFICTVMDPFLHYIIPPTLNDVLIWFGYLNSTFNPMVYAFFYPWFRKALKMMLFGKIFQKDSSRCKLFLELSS
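Test system – hTAAR1-expressing CHO RD-HGA16 cells, Gα16-coupled · Also added – β-PEA at EC80 concentration, post-compound challenge · Compound – 3 µM, single point · Incubation – dye loading 75 min at 37 °C, then 30 min room temperature · Measured by – Fluo-8 intracellular calcium dye fluorescence, real-time kinetic reads · Benchmarks – vehicle and agonist controls · Replicates – singlicate, one well per test compound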
M1 PAM parental: nonselective calcium activators in parental CHO-K1 cells, primary screen, counter-screen for M1 PAM project, cell-based, Fluo-8 calcium fluorescence, full deck, 1536-well; actives 0.02% (n = 360,000); AID 602247, 2012; activation, % at 3 µM; ATP EC20; 0% at ATP EC20, 100% at ATP max;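 active means activation above the run cutoff, the mean activation of all test compounds plus 3 SD, cut at about 40% in these data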;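 further: peak over basal fluorescence ratio in a 140 s read after ATP addition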
CHO-K1 Ca antag: nonselective inhibitor or artifact in parental CHO-K1 cells; ATP-induced calcium, Fluo-8 fluorescence; inhibition, % at 3 µM; actives 0.6% (n = 360,000); AID 602250;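 active means inhibition above a per-plate cutoff, the plate's mean sample inhibition plus 3 SD, cut at about 24% in these data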;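 further: 0% = DMSO plus EC80 ATP and 100% = DMSO alone without ATP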
CHO parental Ca: ATP-evoked calcium signal inhibitors, parental CHO, primary screen, counter-screen for OX1R antagonist project, cell-based, fluorescence, Fluo-8 calcium dye; parental CHO-K1, ATP-induced calcium, Fluo-8 fluorescence; inhibition, % at 5.6 µM; actives 0.63% (n = 330,000); AID 463079, 2010;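 active means inhibition above that plate's mean sample inhibition plus 3 SD, cut at about 26% in these data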;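 further: 0% = ATP-challenged DMSO wells and 100% = DMSO wells without ATP; some compounds past the cut are filed as inactive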
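Test system: untransfected parental CHO cell line. Compound: one dose, 5.6 µM nominal. Detection: intracellular calcium via Fluo-8 no-wash fluorescent dye. Measure: % inhibition. Benchmarks: ATP-challenged DMSO wells low, unchallenged DMSO wells high.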
OXTR ag: human OXTR agonists, primary screen, fluorescence, CHO-OTR cells, Fluo-8 calcium | actives 0.32% (n = 320,000) | activation, % at 3 µM | Fluo-8 calcium fluorescence; normalized: DMSO 0%, oxytocin 100%;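 active means activation above the mean of all tested compounds plus 3 SD, cutoff set per screening run, cut at about 20% in these data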;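 further: peak over basal fluorescence ratio from a 100 s FLIPR kinetic read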
GPR7 antagonist: GPR7 receptor antagonists, primary screen, cell-based, fluorescence, single concentration | Neuropeptides B/W receptor type 1 (Homo sapiens), P48145 | GPR7-expressing cells, fluorescence antagonist assay | inhibition, % at 4.4 µM | actives 1.1% (n = 290,000) | AID 1861, 2009; in the data active means inhibition above about 16%, passing the limit was not always enough;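 further: cells stimulated with the agonist NPW; 0% = agonist with vehicle and 100% = vehicle without agonist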
Target sequence (P48145 whole entry, looked up): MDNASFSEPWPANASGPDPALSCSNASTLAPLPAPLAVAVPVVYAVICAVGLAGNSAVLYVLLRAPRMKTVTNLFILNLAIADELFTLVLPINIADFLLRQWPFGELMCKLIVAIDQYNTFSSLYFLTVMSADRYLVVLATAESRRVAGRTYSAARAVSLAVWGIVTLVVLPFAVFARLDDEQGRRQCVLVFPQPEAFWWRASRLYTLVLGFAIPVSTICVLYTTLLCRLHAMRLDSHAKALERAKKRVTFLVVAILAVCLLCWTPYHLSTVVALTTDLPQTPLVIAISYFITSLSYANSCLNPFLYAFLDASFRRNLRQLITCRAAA
* = called active by the depositor; . = no result given.

SMILES	V1aR counter	M1 ag parental	OXTR potentiate	TAAR1 antag	M1 PAM parental	CHO-K1 Ca antag	CHO parental Ca	OXTR ag	GPR7 antagonist
COc1ccc(OC)c(S(=O)(=O)N2Cc3ccccc3CC2C(=O)O)c1 (stereo not drawn)	0.2	0.1	6	8	-4	9	4	1.3	-13
COc1ccc(Oc2coc3cc(OCC(=O)N4CCCCC4)ccc3c2=O)cc1	5.8	.	-9	.	.	.	-20	4.4	-12
CC(=O)N1CCC(N(CCN2CCOCC2)C(=S)Nc2c(C)cccc2C)CC1	-0.1	3.2	-6	-12	31	-10	7	-0.2	-12
Cc1ccc(C(=O)NCC(=O)Nc2ccc(Cl)cc2)s1	0.6	0.2	-4	2	10	-9	-12	0.5	.
Cc1cc(C)cc(NC(=O)C2CCCN(S(=O)(=O)c3ccc4[nH]c(=O)ccc4c3)C2)c1 (stereo not drawn)	0.7	-0.1	-11	-12	2	-6	-7	0.0	-6
CCOC(=O)CS(=O)(=O)CC(=O)Nc1ccc([N+](=O)[O-])cc1OC	-0.6	0.2	-2	1	8	-12	-8	-1.2	-5
O=C(c1ccccc1)N1CCOC12CCN(c1ncc(C(F)(F)F)cc1Cl)CC2	0.2	0.5	9	-11	13	-15	-10	-0.2	-4
COC(=O)c1ccc(NS(=O)(=O)c2cc3c4c(c2)CCC(=O)N4CCC3)cc1	18	2.9	-17	-29	-10	2	-16	9.7	.
OCCNCCOc1ccccc1F	-0.7	0.2	-12	8	8	2	-7	-0.7	3
COc1ccc(S(=O)(=O)n2nc(-n3c(C)ccc3C)c3c(F)cccc32)cc1OC	2.6	1.0	-20	-20	14	-6	-20	-2.3	1
Cc1ccc2c(c1)[C@H]1[C@H](CO2)[C@H](c2ccccc2)[C@]2(C)C(=O)N(C)CC(=O)N12	.	0.4	.	-21	-3	14	.	.	.
Clc1ccc(OCCOCCN2CCCCC2)c(Br)c1	0.2	0.4	-5	-1	-1	1	-2	0.9	0
Cc1ccc(Nc2cc(=O)oc3ccccc23)c(C)c1	-0.6	1.3	-2	-7	17	-9	-15	-1.4	7
C=CCC[C@H](Cc1ccc(F)cc1)C(=O)OC[C@H](C)NC(=O)[C@@H](CC=C)CC(=O)N[C@H](CO)Cc1ccccc1	4.6	0.3	-9	15	18	-20	-15	3.4	.
CCOc1cc(C(=O)N[C@@H](C)C(=O)N2CCC3(CC2)NCCc2[nH]cnc23)cc(OCC)c1OCC	1.3	1.5	-4	-8	5	-10	-5	-0.2	-9
CC1(CC(=O)O)SC(=O)NC1=O (stereo not drawn)	0.8	-0.4	-4	4	-4	-2	-3	1.2	-8
Cc1ccc(NC(=O)CN2C(=O)CSC2=O)cc1	-0.3	0.3	-8	8	16	-9	1	-0.5	-3
C#Cc1ccc([C@@H]2C=C(C(=O)N3CCN(Cc4ccc5c(c4)OCO5)CC3)O[C@H](OCCCCO)C2)cc1	0.3	0.4	-11	8	-1	-7	2	0.9	-5
Cc1nc2ccccc2nc(=O)c1NNc1ccc([N+](=O)[O-])cc1	1.0	2.8	-6	23	10	-2	0	-1.8	7
O=C(CN(Cc1ccc(Br)cc1)S(=O)(=O)c1ccccc1)NCc1cccnc1	-0.3	3.5	1	6	7	-9	-2	-0.2	-8
CC(C)CNc1ncnc2c1ncn2[C@H]1CN(Cc2ccc(-c3ccccc3)cc2)C[C@@H](CO)O1	.	11	.	8	-9	10	.	.	.
C=C(C)c1cccc(C(C)(C)NC(=O)N2CCCC(C)C2)c1 (stereo not drawn)	0.8	0.8	-4	1	17	-12	-20	-0.3	-9
CC(=O)N1CCCN(Cc2cn(-c3cccc(C)c3)nc2-c2cccc(F)c2)CC1	0.2	0.1	-2	-8	-10	-6	-28	0.4	-2
O=C1CC2(CCN(C(=O)COc3ccccc3)CC2)Oc2ccccc21	0.9	1.4	-10	6	9	-5	4	0.6	.
Cc1ccccc1N(C=O)c1ccccc1C	.	0.1	.	2	26	-20	.	.	.
O=C(O)C1OC(C(=O)O)C(C(=O)O)C1C(=O)O (stereo not drawn)	.	0.0	.	-12	12	-2	.	.	.
O=C(COc1ccc(S(=O)(=O)NCc2ccccc2)cc1)N1CCOCC1	0.8	0.9	-1	8	10	-7	1	1.1	5
CCCN1C(=O)/C(=C/c2ccc(C)s2)SC1=Nc1ccc(OC)cc1	0.0	0.7	-12	-3	29	-10	-3	-0.2	0
CC(=O)Oc1ccc(N2C(=O)C3C(C2=O)C2C=CC3C23CC3)cc1[N+](=O)[O-] (stereo not drawn)	-0.3	-0.1	-11	-10	13	0	-5	-1.1	-13
CSc1nsc(SC)c1C(=O)OCC(F)(F)F	-0.8	-0.1	-9	-12	22	-18	0	-3.1	-18
CC(C)C(OC(=O)c1cc2c(s1)CCCCC2)C(=O)NC(N)=O (stereo not drawn)	3.0	0.7	-7	-25	11	3	-16	1.2	-11
CCCCNC(=S)N(CCCO)Cc1cc2cc3c(cc2[nH]c1=O)OCCO3	-0.9	0.5	1	4	11	-9	-6	-1.7	-8
CCOc1ccc(NC(=O)CN(C)C(=O)c2ccc(C)c(S(=O)(=O)N3CCCCC3)c2)cc1OCC	.	1.1	.	-15	2	-11	.	.	-5
CC(=O)c1ccc(OCc2cc(C(=O)NC(C)c3cnn(C)c3)no2)cc1 (stereo not drawn)	1.6	0.5	-7	3	-15	5	-7	0.2	-17
Cn1cccc1/C=N/NC(=O)CNc1ccc2ccccc2c1	-1.7	0.9	-12	-4	14	-12	-3	2.5	-7
O=C(COC(=O)c1c[nH]c2ccccc12)Nc1ccc([N+](=O)[O-])cc1	3.3	3.0	-8	11	10	-16	2	4.7	.
CCc1cccc(NC(=O)CCS(=O)(=O)c2cc3c(cc2C)NC(=O)CO3)c1	-0.4	1.3	-3	-2	-7	5	8	0.1	-8
O=C1c2ccccc2C(=O)N1CCC(=O)N1CCCc2ccccc21	-0.5	0.3	-11	-8	6	-2	-20	-0.2	2
O=C(Nc1ccnn1C1CCN(CCCC2CCCC2)CC1)c1ccccc1	1.5	1.6	-13	-19	11	-17	5	0.1	-5
COc1ccc([C@H]2CC(=O)C=C(c3ccc(Cl)c(C(F)(F)F)c3)C2)cc1	1.7	0.5	-5	4	15	-17	-10	0.7	.
Nc1nc2nonc2nc1N1CCCCC1	0.6	4.5	-9	5	6	11	0	-0.5	-12
CC(C)CC(=O)NC(NC(=O)CC(C)C)c1cccc([N+](=O)[O-])c1	0.3	0.0	-2	2	4	-4	-13	-0.8	-12
COc1cc(CN2C[C@@H](CO)O[C@@H](n3cnc4c(NC(C)C)ncnc43)C2)cc(OC)c1OC	.	0.2	.	-18	0	-5	.	.	.
CSCCC(NS(=O)(=O)c1ccc(C)cc1)C(=O)NCC(C)(C)N1CCOCC1 (stereo not drawn)	-0.1	1.2	4	-13	18	-12	-20	-0.5	.
CC(C)(C)c1ccc(S(=O)(=O)N2CCCC2C(=O)N2CCOCC2)cc1 (stereo not drawn)	-0.5	-0.1	-7	5	-9	1	3	-1.0	-14
CC1(C)CC(=O)C2=C(C1)NC(=O)CC2c1ccc(N(CCC#N)CCC#N)cc1 (stereo not drawn)	1.0	0.0	-8	-5	-5	1	5	-0.4	1
CCN(Cc1ccccc1)C(=O)COC(=O)c1cc(Cl)nc(Cl)c1	-1.3	-0.6	-1	-26	-3	-2	-9	-2.8	-6
COc1ccc(NC(=O)CN2C(=O)NC(C)(c3ccc(C)cc3)C2=O)cn1 (stereo not drawn)	3.7	2.2	1	6	20	2	-10	3.6	.
Nc1nonc1-c1nc2ccccc2n1CCC(=O)O	-0.2	-0.2	7	2	14	-7	1	0.8	-6
COc1ccccc1NC(=S)N1CCCCCC1	0.5	0.3	-2	-31	19	-18	1	0.4	-21

Following part:
SMILES	V1aR counter	M1 ag parental	OXTR potentiate	TAAR1 antag	M1 PAM parental	CHO-K1 Ca antag	CHO parental Ca	OXTR ag	GPR7 antagonist
Cc1sc(NC(=O)c2ccc(F)cc2)c(CN2CCCCCC2)c1C	1.0	0.2	-5	13	3	-9	-3	-0.8	-8
O=C(Cc1cccs1)NCCS(=O)(=O)N1CCN(c2ccccc2)CC1	.	0.5	.	-5	-12	3	.	.	.
CCCC(=O)N1CCCC1(C)C(=O)NCc1ccc(SC)cc1 (stereo not drawn)	.	-0.1	.	0	8	-4	.	.	.
Cc1cc(C)cc(OCC(=O)Nc2cccc(-c3nc4ncccc4o3)c2)c1	0.4	3.4	-9	70*	14	7	-1	0.2	-14
Cc1cc(Br)ccc1NC(=S)NCCc1ccccc1	.	2.8	.	0	-6	8	.	.	0
Cc1ccc2c(c1)-n1c(nc3ccccc3c1=O)C(Cc1ccc(O)cc1)NC2=O (stereo not drawn)	2.5	.	1	7	.	.	-14	3.4	.
COc1ccc([C@H]2CC(=O)C=C(c3cc(C)ccc3OC)C2)cc1	0.1	-0.2	-6	14	16	-11	-24	-0.9	.
O=c1oc2ccccc2nc1/C=C(\O)c1ccccc1	1.6	-0.1	-3	-32	2	-3	-14	0.3	-3
CCN1CCN(C(=O)C2CCN(S(=O)(=O)c3ccc4c(c3)NC(=O)C(C)S4)CC2)CC1 (stereo not drawn)	2.2	0.1	-1	-6	-3	-4	-22	0.5	-8
Cc1occc1-c1nnc(SCC(=O)N2CCCC(C)C2)o1 (stereo not drawn)	-0.8	0.5	-5	-28	-1	-13	-20	-0.7	.
CC(=O)c1ccc(OC(=O)c2nc(-c3ccccc3)oc2C)cc1	5.9	0.8	-12	-11	5	14	-5	1.4	0

Another view of three compounds above.
SMILES: Cc1cc(C)cc(OCC(=O)Nc2cccc(-c3nc4ncccc4o3)c2)c1
  V1aR counter = 0.4 | M1 ag parental = 3.4 | OXTR potentiate = -9 | TAAR1 antag = 70* | M1 PAM parental = 14 | CHO-K1 Ca antag = 7 | CHO parental Ca = -1 | OXTR ag = 0.2 | GPR7 antagonist = -14
SMILES: Cc1cc(Br)ccc1NC(=S)NCCc1ccccc1
  V1aR counter = . | M1 ag parental = 2.8 | OXTR potentiate = . | TAAR1 antag = 0 | M1 PAM parental = -6 | CHO-K1 Ca antag = 8 | CHO parental Ca = . | OXTR ag = . | GPR7 antagonist = 0
SMILES: Cc1ccc2c(c1)-n1c(nc3ccccc3c1=O)C(Cc1ccc(O)cc1)NC2=O (stereo not drawn)
  V1aR counter = 2.5 | M1 ag parental = . | OXTR potentiate = 1 | TAAR1 antag = 7 | M1 PAM parental = . | CHO-K1 Ca antag = . | CHO parental Ca = -14 | OXTR ag = 3.4 | GPR7 antagonist = .
